From PubChem
p53 reactivation = qHTS assay for re-activators of p53 using a Luc reporter; H1299 p53-A138V BP100-luciferase reporter, luminescence, 24 h; AID 504706, 2011; 320,000 compounds, 0.063% hits; Potency, µM (series often up to 92.2 µM), without a hit: at the top dose activity change, positive = activation, most hits filed as activators; note: % of control where 0% means no effect; nearly all actives have a fitted effect of over 45% in size
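p53-null H1299 cells stably carrying temperature-sensitive p53-A138V and a BP100-luciferase reporter were pinned with compounds (4-point, 1:5 series) and held 24 hrs at 37 deg C. Luminescence was read 10 min after detection reagent.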
FLuc modulator = qHTS profiling assay for firefly luciferase inhibitor/activator using purifed enzyme and Km concentrations of substrates (counterscreen for miR-21 project) | Luciferin 4-monooxygenase (Photinus pyralis), P08659 | purified FLuc, Km substrates, luminescence inhibition | Potency, µM (doses to about 57.5 µM), for inactives: at the top dose activity change, negative = inhibition, most hits filed as inhibitors | 360,000 compounds, 6.9% hits | AID 588342, 2011;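 note: plate controls were vehicle for no effect and reference inhibitor for full effect; nearly all actives have a fitted effect of over 55% in size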
Target sequence (P08659 whole entry, looked up): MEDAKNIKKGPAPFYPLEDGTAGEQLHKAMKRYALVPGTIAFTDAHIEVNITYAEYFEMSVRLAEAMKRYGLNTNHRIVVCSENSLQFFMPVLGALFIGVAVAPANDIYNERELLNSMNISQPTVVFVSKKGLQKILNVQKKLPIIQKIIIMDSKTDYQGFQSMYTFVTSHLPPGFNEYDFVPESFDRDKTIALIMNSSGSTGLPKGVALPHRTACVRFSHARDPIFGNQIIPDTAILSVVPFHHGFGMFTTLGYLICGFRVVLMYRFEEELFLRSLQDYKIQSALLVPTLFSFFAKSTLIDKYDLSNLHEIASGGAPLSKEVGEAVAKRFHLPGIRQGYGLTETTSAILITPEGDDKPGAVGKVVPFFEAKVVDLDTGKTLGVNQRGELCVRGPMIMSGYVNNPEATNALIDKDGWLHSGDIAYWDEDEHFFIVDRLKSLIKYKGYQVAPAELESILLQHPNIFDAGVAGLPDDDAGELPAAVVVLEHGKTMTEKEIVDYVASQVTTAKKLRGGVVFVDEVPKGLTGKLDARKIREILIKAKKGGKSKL
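Purified P. pyralis luciferase, 10 nM final, with Km-level 10 uM D-luciferin and 10 uM ATP in 50 mM Tris acetate pH 7.5, 10 mM Mg acetate, 0.01% Tween-20, 0.05% BSA; 6-point qHTS titration about 60 µM downward; luminescence read.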
MBNL1-CUG inh = qHTS Assay for Inhibitors of MBNL1-poly(CUG) RNA binding | Potency, µM (highest dose often 57.5 µM), for the others: at the highest dose activity change, negative = inhibition, most hits filed as inhibitors | Muscleblind-like protein 1 (Homo sapiens), Q9NR56 | AID 2675, 2010 | 280,000 compounds, 0.036% hits | TR-FRET MBNL1-His/biotin-(CUG)12 binding, 665/545 ratio; active = well fitted inhibition curve with a large enough effect in the signal ratio, with a control signal flat, not every such curve was filed as active; inconclusive = small, poorly fitted or top-dose-only effect, or effect the other way, or a change in a side signal; inactive = no such curve, though single readings can be large or run the other way; the % refers to the signal ratio; note: % is set by controls: 0 for no effect and ±100 for the full control effect
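MBNL1-His + Biotin-(CUG)12, cpd titration 92 nM–58 uM; Tb anti-His Ab 0.055 ng/ul, SA-XL665 5 nM (final); 60 min RT; ratiometric 665/545 nm, Ex 340 nm; normalized to buffer and full-complex controls.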
BRCA1 expr up = qHTS Assay to Identify Small Molecule Activators of BRCA1 Expression. 380,000 compounds, 1.1% hits. Potency, µM (highest dose often 46.1 µM), for inactives: at the highest dose activation, most hits filed as activators. MCF7-BRCA1-FFLuc reporter, luminescence, 48 h; response scale: scaled: vehicle 0%, 10 µM genistein 100%; note: nearly all actives have a fitted effect of over 80% in size; some results filed as inactive show a strong effect at the top dose
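Reporter cells (MCF7, BRCA1 promoter-firefly luciferase) received library compounds across a concentration series for 48 h. End-point luminescence was measured and concentration-effect curves derived after normalization.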
RORgamma inh = qHTS for inhibitors of ROR gamma transcriptional activity; Potency, µM (titrated, usually from 53.6 µM), for the others: at the top dose activity change, negative = inhibition, most hits filed as inhibitors; Drosophila S2 Gal4-RORgamma UAS-luciferase reporter, 20 h; Nuclear receptor ROR-gamma (Mus musculus), P51450; 310,000 compounds, 5.4% hits; note: % is set by controls: 0 for no effect and ±100 for the full control effect; nearly all actives have a fitted effect of over 60% in size
Target sequence (P51450 whole entry, looked up, the tested form may be a part): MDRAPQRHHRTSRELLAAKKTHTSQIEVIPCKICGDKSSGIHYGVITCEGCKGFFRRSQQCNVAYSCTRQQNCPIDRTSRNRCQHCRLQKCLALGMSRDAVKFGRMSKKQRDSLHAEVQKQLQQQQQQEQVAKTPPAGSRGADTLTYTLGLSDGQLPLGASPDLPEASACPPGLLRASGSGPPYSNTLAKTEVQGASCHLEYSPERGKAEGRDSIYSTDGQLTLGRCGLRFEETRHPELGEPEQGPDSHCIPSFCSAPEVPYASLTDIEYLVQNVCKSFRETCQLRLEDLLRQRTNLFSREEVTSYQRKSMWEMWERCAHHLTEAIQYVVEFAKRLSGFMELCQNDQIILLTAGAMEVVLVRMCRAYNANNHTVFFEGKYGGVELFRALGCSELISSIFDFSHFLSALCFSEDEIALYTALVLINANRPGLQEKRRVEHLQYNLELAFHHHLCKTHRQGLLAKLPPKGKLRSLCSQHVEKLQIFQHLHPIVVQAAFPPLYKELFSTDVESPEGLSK
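Using a luciferase readout, inhibitors were identified by reduced reporter activity in Drosophila cells coexpressing a copper-inducible Gal4–ROR gamma fusion and UAS-driven Photinus luciferase, incubated 20 hr after 700 uM copper sulfate.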
NPC1 prom act = qHTS Assay for NPC1 Promoter Activators; Huh7 NPC1 promoter luciferase reporter, 24 h; Potency, µM (series often up to 9.22 µM), for the others: at the highest dose activation, most hits filed as activators; 320,000 compounds, 2.4% hits; AID 485313, 2010;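 note: % of control where 0% means no effect; nearly all actives have a fitted effect of over 60% in size; reporter is driven by a mutant NPC1 promoter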
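Compounds in DMSO were transferred onto Huh7 NPC1-luciferase reporter cells pre-incubated 2 h; after 24 h at 37 °C, Amplite reagent was dispensed and luminescence recorded 10 min later.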
uPA generation = qHTS for Inhibitors of Cell Surface uPA Generation; cell surface uPA generation assay, qHTS; Potency, µM (highest dose often 38.3 µM), for inactives: at the highest dose activity change, negative = inhibition, actives largely listed as inhibitors; 330,000 compounds, 0.31% hits; AID 540303, 2011; active = well fitted inhibition curve with a large enough effect; inconclusive = small, poorly fitted or top-dose-only effect; inactive = no such curve, though single readings can be large or run the other way; tested in mouse RAW 264.7 cells; note: % is set by controls: 0 for no effect and ±100 for the full control effect; nearly all actives have a fitted effect of over 55% in size
ELG1 genotox = qHTS screen for small molecules that induce genotoxicity in human embryonic kidney (HEK293T) cells expressing luciferase-tagged ELG1; HEK293T ELG1-luciferase reporter, luminescence, 16 h; Potency, µM (series often up to 46 µM), without a hit: at the top dose activity change, positive = activation, actives largely listed as activators; 330,000 compounds, 1.3% hits; note: % of control where 0% means no effect; nearly all actives have a fitted effect of over 60% in size
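DMSO vehicle served as control against compound-treated ELG1-luciferase HEK293T cells; exposure lasted 16 hr at 37 °C and 5% CO2, followed by ONE-Glo luminescence detection after 30 min.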
Gal4-VP16 FLuc = VP16 counterscreen qHTS for inhibitors of ROR gamma transcriptional activity; Drosophila S2 Gal4-VP16 UAS-luciferase, luminescence, 20 h; Potency, µM (series often up to 53.6 µM), without a hit: at the highest dose activity, negative = inhibition, actives largely listed as inhibitors; 310,000 compounds, 3.5% hits; AID 2546, 2010;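 note: Gal4-VP16 expression switched on by copper sulfate through the metallothionein promoter; % is set by controls: 0 for no effect and ±100 for the full control effect; nearly all actives have a fitted effect of over 50% in size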
Rab9 promoter act = qHTS Assay for Rab9 Promoter Activators. Huh7 Rab9 promoter-luciferase reporter, luminescence, 24 h. Potency, µM (highest dose often 9.22 µM), inactives show at the highest dose activation, negative = inhibition, most hits filed as activators. 320,000 compounds, 2.8% hits; note: % of control where 0% means no effect; nearly all actives have a fitted effect of over 60% in size
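Huh7 cells stably carrying Rab9 promoter–luciferase reporter, plated 1500 cells/well, compound added after 2 h and incubated 24 h at 37 °C; luciferase luminescence then read after 10 min with detection reagent.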
Active calls of the source: *; ? = inconclusive; · = no result given; & = joins results of further samples; [ ] = remark or other dose. Unless noted, calls come from the whole dose curve; as a rule, active = well fitted curve in the direction sought with a large enough effect; inconclusive = small, poorly fitted or top-dose-only effect, or another doubt; inactive = no such curve, though single readings can be large; an effect the other way counts as inactive or inconclusive. Potency is the fitted concentration of half-maximal effect.

[1] COc1ccccc1NC(=O)c1ccccc1-c1nc(-c2ccccc2OC)no1
[2] COC(=O)C1=C(C)N(CC2CC2)C(=NCc2cccc(Cl)c2)N[C@H]1c1ccccc1
[3] CCc1cccc(NC(=O)C2CCCN(S(=O)(=O)c3cccnc3)C2)c1 (stereo unspecified)
[4] CCn1c(O)c(/C=N/N=C2CCCCC2)c2cc(C3=NNC(=O)CC3)ccc21
[5] CN(c1ccc(C(=O)Nc2ccccc2Sc2ccccc2)cc1)S(C)(=O)=O
[6] CCc1ccc(C(=O)Nc2ccc(OC)c(S(=O)(=O)N3CCCCC3)c2)cc1
[7] O=C(c1cc(-c2ccc(Cl)cc2)on1)N1CCN(c2ccc(F)cc2)CC1
[8] COC(=O)c1sc2nc3c(cc2c1N)C(=O)CC(C)(C)C3

Assay by compound,1,2,3,4,5,6,7,8
p53 reactivation,-6%,·,2%,-1%,6%,-1%,0%,5%
FLuc modulator,11µM*,1%&10%,-2%,?,-6%,?,-2%,5%
MBNL1-CUG inh,-5%,-3%&-4%,-4%,?,1%,·,-11%,4%
BRCA1 expr up,6%,7%,-19%,-13%,-26%,-45%,-10%,70%
RORgamma inh,29%,3%&-1%,3%,12%,27%,·,2%,14%
NPC1 prom act,5%,-2%&-8%,-2%,-4%,-7%,-13%,0%,19%
uPA generation,·,-19%,-7%,1%,-1%,-13%,6%,-8%
ELG1 genotox,-7%,-8%,-12%,-5%,-4%,1%,-1%,1%
Gal4-VP16 FLuc,-1%,-11%&-6%,-2%,-2%,-7%,·,1%,7%
Rab9 promoter act,8%,-4%&-1%,-2%,7%,-3%,-20%,-1%,?

[9] C[C@H]1C[C@@H]2[C@H]([C@@H](O)C[C@@]3(C)[C@H]2CC[C@]3(O)C(=O)CO)[C@@]2(C)C=CC(=O)C=C12
[10] Nc1ccc2oc(-c3cc(Br)ccc3Cl)nc2c1
[11] O=c1cc(O)c2c(=O)[nH]c(=O)n(-c3ccccc3)c2[nH]1
[12] CC(=O)c1ccc(-c2ccc(C(=O)NC3CCCCCC3)o2)cc1
[13] C/C(=N\NC(=O)c1c(C)nc2ccccn12)c1ccc(N2CCOCC2)cc1
[14] C=CCC1CCCCC12NC(=O)N(c1ccccc1)N2 (stereo unspecified)
[15] CN(Cc1nc(-c2ccccn2)no1)S(=O)(=O)c1ccc(Br)cc1
[16] CNC(=O)/C(C#N)=C\c1ccc(CNS(=O)(=O)c2ccc(Cl)cc2)o1

Assay by compound,9,10,11,12,13,14,15,16
p53 reactivation,-3%,-25%,-3%,-2%,-1%,8%,-13%,17%
FLuc modulator,2%,?,14%,?,-7%,-2%,-1%,1%
MBNL1-CUG inh,?,?,-17%,?,6%,-16%,-9%,?
BRCA1 expr up,15%,-64%,14%,2%,13%,0%,8%,14%
RORgamma inh,22%,12%,8%,43%,-2%,-4%,18%,1%
NPC1 prom act,-2%,-1%,3%,1%,-4%,12%,-1%,-3%
uPA generation,-23%,·,1%,0%,1%,2%,16%,5%
ELG1 genotox,-2%,?,1%,-5%,1%,-5%,6%,-2%
Gal4-VP16 FLuc,3%,5%,-3%,2%,-8%,-8%,-2%,16%
Rab9 promoter act,-2%,3%,1%,-1%,21%,-1%,-2%,6%

[17] O=C(CSCC(=O)N1CCCCC1)OCC(=O)c1c[nH]c2ccccc12
[18] CCOC(=O)c1coc(CNC(=O)c2c(C)oc3c2CCCC3)c1
[19] CC1(OC(=O)C2CCCC2)C(=O)C=C2C=C(c3ccsc3)N(CCN3CCOCC3)C=C2C1=O (stereo unspecified)
[20] COc1ccc(CCNC(=O)c2ccc3c(c2)NC(=O)C(CSCc2cc(C)ccc2C)N3)cc1OC (stereo unspecified)
[21] CCC1CCCCN1CCCNC(=O)C1CCCN(S(=O)(=O)N2CC(C)CC(C)C2)C1 (stereo unspecified)
[22] CC(NS(=O)(=O)c1ccc(Cl)cc1)C(c1cccs1)N1CCN(C)CC1 (stereo unspecified)
[23] C#CCn1c(=NC(=O)c2ccc(Br)s2)sc2cccc(OC)c21
[24] O=C(c1ccco1)N1CCN(C(=O)c2cnn3c2NC(c2cccs2)CC3C(F)(F)F)CC1 (stereo unspecified)

Assay by compound,17,18,19,20,21,22,23,24
p53 reactivation,-9%,-2%,-1%,?,-4%,-2%,8%,0%
FLuc modulator,?,-2%,0%,0%,-1%,4%,?,4%
MBNL1-CUG inh,0%,-3%,?,26%,-3%,-13%,?,0%
BRCA1 expr up,2%,-1%,·,·,-18%,-11%,22%,-14%
RORgamma inh,7%,?,-1%,-10%,4%,-38%,?,25%
NPC1 prom act,0%,1%,-5%,2%,1%,-5%,?,-1%
uPA generation,1%,5%,·,·,7%,5%,?,-9%
ELG1 genotox,1%,-5%,3%,5%,0%,0%,?,-19%
Gal4-VP16 FLuc,4%,2%,-4%,-6%,-8%,-3%,?,-19%
Rab9 promoter act,11%,1%,-3%,0%,1%,0%,?,-4%

[25] CCN(CC(=O)NC1CCCC1)S(=O)(=O)c1ccc(C)cc1
[26] COc1ccc(OC)c(NC(=O)C(=O)NCCC2=CCCCC2)c1
[27] Cc1ccc(NS(=O)(=O)c2cccc(C(=O)NCC3CCCO3)c2)cc1 (stereo unspecified)
[28] CCOc1cc(C2NC(=O)NC(C)=C2C(=O)OCc2ccccc2)ccc1O (stereo unspecified)
[29] Cc1noc(C(C)C)c1C(=O)Nc1ccc(-c2nnc3n2CCCCC3)cc1
[30] CCCn1nc(C(=O)N(C)CC(=O)Nc2ccc(OCC)c(OCC)c2)c2ccccc2c1=O
[31] COc1ccc(OCCOC(=O)CNS(=O)(=O)c2ccc(SC)c([N+](=O)[O-])c2)cc1
[32] COC(C[C@@H]1O[C@@H]1C(=O)COCc1ccccc1)OC

Assay by compound,25,26,27,28,29,30,31,32
p53 reactivation,14%,-4%,-6%,-8%,11%,-9%,-1%,3%
FLuc modulator,-1%,-3%,0%,-2%,0%,-1%,-1%,-1%
MBNL1-CUG inh,3%,-13%,·,3%,·,·,·,-5%
BRCA1 expr up,4%,-2%,-25%,-12%,-1%,-1%,-17%,17%
RORgamma inh,11%,13%,·,-11%[10 µM],·,·,·,-25%
NPC1 prom act,-2%,2%,-2%,-5%,1%,-4%,0%,-4%
uPA generation,7%,2%,1%,-1%,0%,2%,-20%,1%
ELG1 genotox,-2%,0%,-6%,2%,1%,2%,-1%,1%
Gal4-VP16 FLuc,2%,9%,·,8%,·,·,·,-4%
Rab9 promoter act,-6%,9%,-2%,5%,0%,-13%,4%,-4%

[33] N#CCCn1cc(C(=O)Nc2cccc(C(=O)O)c2)c(-c2ccc(Cl)cc2)n1
[34] O=C(Nc1c(F)cc(F)cc1Br)c1ccco1
[35] CC(C)n1cc(C(=O)N2CCCC(N3CCN(c4ccc(F)cc4)CC3)C2)cn1 (stereo unspecified)
[36] CC(Sc1nnc(C2CC2)n1N)C(=O)NC1CCCCC1C (stereo unspecified)
[37] Cc1ccc(/C=C/C2=NN(C)C(=O)CC2)cc1
[38] CCOC(=O)N1CCC(NC(=O)Cn2ncc3c2-c2cc(C)ccc2OC3)CC1
[39] CC(=O)c1ccccc1NCC(=O)Nc1ccc(C)cc1

Assay by compound,33,34,35,36,37,38,39
p53 reactivation,-1%,-4%,16%,0%,26%,-5%,-2%
FLuc modulator,1%,5%,3%,6%,6.7µM*,-1%,?
MBNL1-CUG inh,-5%,3%,-2%,-5%,·,13%,4%
BRCA1 expr up,9%,7%,18%,-10%,?,16%,38%
RORgamma inh,34%,?,9%,-27%,?,8%,2%
NPC1 prom act,2%,-1%,2%,-1%,3.5µM*,0%,3%
uPA generation,29%,0%,4%,3%,-12%,6%,5%
ELG1 genotox,-2%,0%,-1%,7%,?,0%,13%
Gal4-VP16 FLuc,0%,-29%,-4%,1%,-21%,0%,-22%
Rab9 promoter act,0%,1%,0%,6%,0.89µM*,-4%,21%
